NPC1 prom act – NPC1 promoter activation. Potency, µM (series often up to 9.22 µM), for inactives: at the top dose activation, most hits filed as activators. Huh7 NPC1 promoter luciferase reporter, 24 h. AID 485313. 2.4% of 320,000 active;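 further: % of control where 0% means no effect; nearly all actives have a fitted effect of over 60% in size; reporter is driven by a mutant NPC1 promoter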
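Luciferase expression driven by the NPC1 promoter was measured in stably transfected Huh7 cells after a 24 h compound incubation, using a luciferase reagent and a luminescence read.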
uPA surface inh – cell surface uPA generation inhibition; Potency, µM (top dose mostly 38.3 µM), for the others: at the highest dose activity change, negative = inhibition, actives largely listed as inhibitors; 0.31% of 330,000 active; cell surface uPA generation assay, qHTS; active means well fitted inhibition curve with a large enough effect; inconclusive means small, poorly fitted or top-dose-only effect; inactive means no such curve, though single readings can be large or run the other way; tested in mouse RAW 264.7 cells; further: on the % scale 0 is the no-effect control and ±100 the full control effect; nearly all actives have a fitted effect of over 55% in size
Rab9 promoter act – activators of Rab9 promoter; 2.8% of 320,000 active; Potency, µM (titrated, usually from 9.22 µM), for the others: top-dose activation, negative = inhibition, most hits filed as activators; Huh7 Rab9 promoter-luciferase reporter, luminescence, 24 h; further: % of control where 0% means no effect; nearly all actives have a fitted effect of over 60% in size
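Luminescence read-out: Huh7 cells stably expressing Rab9-luciferase, treated 24 h with compound at 37 °C, then lysed with luciferase reagent for 10 min at ambient before reading.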
BRCA1 expr up – activators of BRCA1 expression. MCF7-BRCA1-FFLuc reporter, luminescence, 48 h; response scale: scaled: vehicle 0%, 10 µM genistein 100%. Potency, µM (doses to about 46.1 µM), inactives show at the top dose activation, hits mostly activators. 1.1% of 380,000 active; further: nearly all actives have a fitted effect of over 80% in size; some results filed as inactive show a strong effect at the top dose
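Reporter cells (MCF7, BRCA1 promoter-firefly luciferase) received library compounds across a concentration series for 48 h. End-point luminescence was measured and concentration-effect curves derived after normalization.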
An asterisk follows results filed as active; ? = inconclusive; / = not tested or not shown; [ ] = another dose, or the depositor's remark. Unless noted, the call rests on the fitted dose curve; in most records, active means well fitted activation curve with a large enough effect; inconclusive means small, poorly fitted or top-dose-only effect; inactive means no such curve, though single readings can be large or run the other way. Potency means the concentration at half of the fitted maximal effect. This is a subset. The share of hits here may be higher or lower than overall.

Short keys – A = NPC1 prom act; B = uPA surface inh; C = Rab9 promoter act; D = BRCA1 expr up
CCOC(=O)[C@]12Cc3c(cc(OC)c(OC)c3OC)[C@H]1N(C(C)C)C(=O)c1ccccc12
  A = /; B = /; C = /; D = -23%
O=C1NCN(c2ccccc2)C12CCN(C(CCc1ccccc1)c1nnnn1Cc1ccccc1)CC2 (stereo not given)
  A = /; B = /; C = /; D = -66%
Cc1ncc(C(=O)O)n1C(C)c1ccccc1 (stereo not given)
  A = /; B = /; C = /; D = 9%
CC1=CP(=O)(Oc2ccc([N+](=O)[O-])cc2)CC1 (stereo not given)
  A = /; B = /; C = /; D = 0%
COc1ccc(S(=O)(=O)N2Cc3ccccc3-n3nncc3C2)cc1
  A = /; B = /; C = /; D = -12%
O=C(Nc1cc[c]([Sb](=[O])([OH])[OH])cc1)c1ccccc1
  A = /; B = /; C = /; D = 52%
O=c1[nH]c2ccccc2n1C1CCN(C(c2ccccc2)c2nnnn2-c2ccc3c(c2)OCCO3)CC1 (stereo not given)
  A = /; B = /; C = /; D = -71%
COC(=O)[C@@H]1N=C(c2ccc(OC)cc2)O[C@]12C(=O)N(Cc1ccc(OC)cc1)c1ccccc12
  A = /; B = /; C = /; D = -31%
CC(C)(C)n1nnnc1C(C1CC1)N1CCC(n2c(=O)[nH]c3ccccc32)CC1 (stereo not given)
  A = /; B = /; C = /; D = 8%
Cc1cccc(C)c1-n1nnnc1C(c1cccs1)N1CCC2(CC1)C(=O)NCN2c1ccccc1 (stereo not given)
  A = /; B = /; C = /; D = -66%
CCOC(=O)CNC(=O)N1Cc2cc(N3CCCCC3)ccc2-n2nncc2C1
  A = /; B = /; C = /; D = 19%
CCCC[N+]1(C)C2CC(OC(=O)[C@H](CO)c3ccccc3)CC1C1OC12 (stereo not given in full)
  A = 0%[46.1 µM]; B = /; C = -12%[46.1 µM]; D = /
COc1ccc2c(c1)C13CCCCC1C(C2)N(C)CC3 (stereo not given)
  A = 11%[46.1 µM]; B = /; C = -5%[46.1 µM]; D = /
CCn1cnc2c(Nc3cccc(Cl)c3)nc(N[C@@H]3CCCC[C@@H]3N)nc21
  A = -42%[inhibitor][46.1 µM]; B = /; C = -44%[inhibitor][46.1 µM]; D = /
CC1(C(=O)O)C2CCC(O2)C1(C)C(=O)O (stereo not given)
  A = -31%[inhibitor][46.1 µM]; B = /; C = -43%[inhibitor][46.1 µM]; D = /
NCCCP(=O)(O)O
  A = -1%[46.1 µM]; B = /; C = -4%[46.1 µM]; D = /
CCCN(CCC)[C@H]1CCc2c(F)ccc(O)c2C1
  A = 3%[46.1 µM]; B = /; C = -10%[46.1 µM]; D = /
CC(C)(O)[C@@H]1C2OC(=O)[C@@H]1[C@]1(O)C[C@H]3O[C@]34C(=O)O[C@H]2[C@]14C (tested in a mixture with another compound)
  A = -2%[46.1 µM]; B = /; C = -1%[46.1 µM]; D = /
N[C@@H](Cn1ccc(=O)[nH]c1=O)C(=O)O
  A = -1%[46.1 µM]; B = /; C = 4%[46.1 µM]; D = /
O=C(Cc1ccc(Cl)c(Cl)c1)N1CCCCC1CN1CCCC1 (stereo not given)
  A = -9%[46.1 µM]; B = /; C = -7%[46.1 µM]; D = /
N#CC1c2ccccc2-n2nncc2CN1C(=O)CCc1ccccc1 (stereo not given)
  A = /; B = -23%; C = /; D = 0%
CN(C)c1ccc(C=C2C(=O)NC(=O)NC2=O)cc1
  A = /; B = -1%; C = /; D = 9%
CN1Cc2cnnn2-c2ccccc2C1C#N (stereo not given)
  A = /; B = ?; C = /; D = -21%
CCCCC[C@@H](/C=C/C1C(=O)C=C[C@H]1C/C=C\CCCC(=O)O)OC(C)=O (stereo not given in full)
  A = /; B = ?; C = /; D = 6%
C[C@]12C=CC(=O)C=C1CC[C@@H]1[C@@H]2CC[C@]2(C)C(=O)CC[C@@H]12
  A = /; B = 3%; C = /; D = -14%
COC(=O)C1=C(c2ccccc2)C[C@@H]2CC[C@H]1N2C(=O)NC1CCCCC1
  A = /; B = -4%; C = /; D = -14%
Cc1nc2ccsc2c(=O)n1-c1ccccc1Cl
  A = /; B = -3%; C = /; D = -14%
CCN1C[C@@]2(COC)C3[C@@H](OC)[C@H]4[C@@H]1[C@@]3(C1C[C@H]3[C@H](O)C1[C@]4(O)C[C@H]3OC)[C@@H](OC)C[C@H]2O (stereo not given in full)
  A = /; B = 9%; C = /; D = -3%
COc1ccc(C2=CC(c3ccc4c(c3)OCO4)c3c(c4ccccc4oc3=O)O2)cc1OC (stereo not given)
  A = /; B = -12%; C = /; D = -60%
Clc1ccccc1C1=NCc2nncn2-c2sc(Br)cc21
  A = /; B = -4%; C = /; D = 0%
CC1=CC2OC3CC4OC(=O)C=CC=CC(C(C)O)OCC(O)C5(C)OC5C(=O)OCC2(CC1O)C4(C)C31CO1 (stereo not given)
  A = /; B = -10%; C = /; D = /
COc1cc2cc(C(=O)N3CC(COS(C)(=O)=O)c4ccc(O)cc43)[nH]c2c(OC)c1OC (stereo not given)
  A = /; B = -8%; C = /; D = /
CC1=C(C/C(C)=C/c2ccccc2)/C(=C/CO)[C@@H]2OC(=O)O[C@]2(C)C12CC2
  A = /; B = ?; C = /; D = -16%
COC(=O)C1=C(c2cc3ccccc3o2)C[C@@H]2CC[C@H]1N2C(=O)NC(C)C
  A = /; B = 3%; C = /; D = 4%
CN1C(=O)C[N+]([O-])=C(c2ccccc2)c2cc(Cl)ccc21
  A = /; B = -3%; C = /; D = 0%
COC(=O)C1=C(c2ccccc2)C[C@@H]2CC[C@H]1N2C(=O)NCCCOC(C)C
  A = /; B = 2%; C = /; D = 0%
CS(=O)(=O)NNC(=O)Cn1nnc(-c2ccc(OCc3ccccc3Cl)cc2)n1
  A = /; B = -7%; C = /; D = 11µM*
CCC1(c2ccccc2)C(=O)NC(=S)NC1=O
  A = /; B = 4%; C = /; D = -4%
COC(=O)C1=C(c2cc3ccccc3s2)C[C@@H]2CC[C@H]1N2C(=O)NCc1cccc2ccccc12
  A = /; B = -17%; C = /; D = -46%
CNC(C)C#Cc1ccc2oc3cc(C)c(C)cc3c(=O)c2c1 (stereo not given)
  A = /; B = ?; C = /; D = ?
COc1cc2c(c(OC)c1OC)-c1ccc(O)cc1C(NC(C)=O)CC2 (stereo not given)
  A = /; B = -17%; C = /; D = -69%
C=C1C(=O)OC2CC3(C)OC3CCC(C)=CC(OC(C)=O)C12 (stereo not given)
  A = /; B = -11%; C = /; D = -84%[inhibitor]
O=C1CSC(=S)N1Cc1cccs1
  A = /; B = ?; C = /; D = -55%
CC1c2ccccc2-n2nncc2CN1CC1CCCCC1 (stereo not given)
  A = /; B = 3%; C = /; D = 0%
COC(=O)C1=CO[C@@H](C)[C@@H]2CN(CCc3c[nH]c4ccccc34)CC[C@H]12
  A = /; B = 15%; C = /; D = 8%
O=C1NC2C(=CC(O)C(O)C2O)c2cc3c(cc21)OCO3 (stereo not given)
  A = /; B = -12%; C = /; D = -88%
COC(=O)C1=C(c2cccc(OC)c2OC)C[C@@H]2CC[C@H]1N2C(=O)NCc1ccco1
  A = /; B = -3%; C = /; D = -12%
CCOC(=O)c1cc2c(cn1)[C@@H](CCO)NC2
  A = /; B = 8%; C = /; D = 15%
COC(=O)C1=C(c2ccc(S(C)(=O)=O)cc2)C[C@@H]2CC[C@H]1N2C(=O)NCc1ccco1
  A = /; B = -2%; C = /; D = 5%
COc1cc2c(cc1OC)C13CCN4CC5=CCOC(CC(=O)O)C(C5CC41)C3N2 (stereo not given)
  A = /; B = 5%; C = /; D = 2%

(more compounds)
Short keys – A = NPC1 prom act; B = uPA surface inh; C = Rab9 promoter act; D = BRCA1 expr up
COC(=O)C1=C(c2ccccc2)C[C@@H]2CC[C@H]1N2C(=O)N1CCCCC1
  A = /; B = -4%; C = /; D = 2%
COP(=O)(NC(C)=O)SC (stereo not given)
  A = /; B = 14%; C = /; D = 12%
O=C1CN=C(c2ccccc2Cl)c2cc(Br)ccc2N1
  A = /; B = 3%; C = /; D = -5%
COC(=O)C1=C(C(=O)OC)[C@]2([C@@H]3CC=CCN[C@@H](Cc4ccccc4)C(=O)N3Cc3ccccc3)C=C[C@H]1O2
  A = /; B = 13%; C = /; D = 0%
CC1(C(=O)O)CC12c1ccccc1-c1ccccc12 (stereo not given)
  A = /; B = 3%; C = /; D = -2%
C=CCN(CC=C)C(=O)CCN1CC1C (stereo not given)
  A = /; B = 1%; C = /; D = 0%
CCC1(CC(C)c2ccccc2)C(=O)NC(=O)NC1=O (stereo not given)
  A = /; B = 1%; C = /; D = -12%
CC1CN1P1(=O)OCC(C)([N+](=O)[O-])CO1 (stereo not given)
  A = /; B = 1%; C = /; D = 1%
C=C(C)CC1(CC)C(=O)NC(=S)NC1=O
  A = /; B = 3%; C = /; D = -18%
O=C(NN=Cc1ccc(N(CCCl)CCCl)cc1)C(=O)c1c[nH]c2ccccc12
  A = /; B = -7%; C = /; D = -66%
COC(=O)C1=C(c2cccc(OC)c2OC)C[C@@H]2CC[C@H]1N2C(=O)N1CCOCC1
  A = /; B = 6%; C = /; D = 4%
CC1(C)CC2CCC(O)C2C(CCO)N1 (stereo not given)
  A = /; B = -10%; C = /; D = 1%
Cc1nc(C)c(C(=O)NN=Cc2ccc(N(CCCl)CCCl)cc2)s1
  A = /; B = -10%; C = /; D = -37%
C#CCOCCOCCOCCNc1nc(N2CCN(C(=O)CCCCCCCCCCNC(=O)[C@H](CCCCN)n3cc(C[C@@H](C)CC)nn3)CC2)nc(N2CCN(C(=O)CCCCCCCCCCNC(=O)[C@H](CCCCN)n3cc(C[C@@H](C)CC)nn3)CC2)n1
  A = /; B = ?; C = /; D = -82%[inhibitor]
COC(=O)C1=C(c2ccccc2)C[C@@H]2CC[C@H]1N2C(=O)NC(C)C
  A = /; B = -7%; C = /; D = -7%
CC(=O)OC1CCC2(C)C(CCC3C4CC(N5CC5)C(C(C)=O)C4(C)CC(=O)C32)C1 (stereo not given)
  A = /; B = -8%; C = /; D = -46%
COc1ccc2c(c1)NP(=S)(c1ccccc1)N2C (stereo not given)
  A = /; B = 5%; C = /; D = 0%
CC1=CC2OC3CC4OC(=O)C=CC=CC(C(C)O)OCC(O)C(C)CC(=O)OCC2(CC1O)C4(C)C31CO1 (stereo not given)
  A = /; B = -11%; C = /; D = /
COC(=O)C1=C(c2ccccc2)C[C@@H]2CC[C@H]1N2C(=O)NCc1ccc(F)cc1
  A = /; B = 9%; C = /; D = 2%
COC(=O)C1=C(c2cccc(OC)c2OC)C[C@@H]2CC[C@H]1N2C(=O)NC1CCCCC1
  A = /; B = -6%; C = /; D = -22%
COC(=O)C1=C(c2ccccc2)C[C@@H]2CC[C@H]1N2C(=O)N1CCCC1
  A = /; B = 10%; C = /; D = 9%
COC(/C(C)=C/C=C/C(C)=C/c1coc(C)n1)C(C)C1CC(O)C2(C)OC2C=CC(C)C2CC(CC(=O)O2)CC2OC2C(=O)O1 (stereo not given)
  A = /; B = -9%; C = /; D = /

Structural class: the entries above with a Cl atom
Short keys – A = NPC1 prom act; B = uPA surface inh; C = Rab9 promoter act; D = BRCA1 expr up
CCn1cnc2c(Nc3cccc(Cl)c3)nc(N[C@@H]3CCCC[C@@H]3N)nc21
  A = -42%[inhibitor][46.1 µM]; B = /; C = -44%[inhibitor][46.1 µM]; D = /
O=C(Cc1ccc(Cl)c(Cl)c1)N1CCCCC1CN1CCCC1 (stereo not given)
  A = -9%[46.1 µM]; B = /; C = -7%[46.1 µM]; D = /
Cc1nc2ccsc2c(=O)n1-c1ccccc1Cl
  A = /; B = -3%; C = /; D = -14%
Clc1ccccc1C1=NCc2nncn2-c2sc(Br)cc21
  A = /; B = -4%; C = /; D = 0%
CN1C(=O)C[N+]([O-])=C(c2ccccc2)c2cc(Cl)ccc21
  A = /; B = -3%; C = /; D = 0%
CS(=O)(=O)NNC(=O)Cn1nnc(-c2ccc(OCc3ccccc3Cl)cc2)n1
  A = /; B = -7%; C = /; D = 11µM*
O=C1CN=C(c2ccccc2Cl)c2cc(Br)ccc2N1
  A = /; B = 3%; C = /; D = -5%
O=C(NN=Cc1ccc(N(CCCl)CCCl)cc1)C(=O)c1c[nH]c2ccccc12
  A = /; B = -7%; C = /; D = -66%
Cc1nc(C)c(C(=O)NN=Cc2ccc(N(CCCl)CCCl)cc2)s1
  A = /; B = -10%; C = /; D = -37%
